Source: PubChem BioAssay (several laboratories)
Rac1 GTP hydrolysis: MgcRacGAP GTPase-activating activity inhibitors, confirmation, biochemical, ADP Hunter fluorescence. MgcRacGAP-stimulated Rac1 GTP hydrolysis, ADP Hunter fluorescence; higher % means a stronger effect; GST-tagged Rac1 F28L mutant substrate. hit rate 0.6% among 340,000. one-dose inhibition, % at 30 µM; IC50 in µM for titrated hits. AID 624330;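 active = first-screen hits whose inhibition reached a set limit at any dose in the follow-up dose series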;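 note: fluorescence reports GDP produced by GAP-driven GTP hydrolysis; strong numbers were not always called active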
NTR1 agonist: NTR1-driven beta-arrestin-GFP spot formation – imaging, U2OS cells, high content, primary screen (AID 493036). P30989. agonist mode. activation, % at 20 µM. hit rate 0.17% among 330,000;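 active = activation at or above 40% of the spot to cytoplasm intensity ratio, with at least 20 cells analyzed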;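 note: 0% = DMSO without peptide and 100% = 100 nM NTR1 peptide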
Target sequence (P30989 whole entry, looked up): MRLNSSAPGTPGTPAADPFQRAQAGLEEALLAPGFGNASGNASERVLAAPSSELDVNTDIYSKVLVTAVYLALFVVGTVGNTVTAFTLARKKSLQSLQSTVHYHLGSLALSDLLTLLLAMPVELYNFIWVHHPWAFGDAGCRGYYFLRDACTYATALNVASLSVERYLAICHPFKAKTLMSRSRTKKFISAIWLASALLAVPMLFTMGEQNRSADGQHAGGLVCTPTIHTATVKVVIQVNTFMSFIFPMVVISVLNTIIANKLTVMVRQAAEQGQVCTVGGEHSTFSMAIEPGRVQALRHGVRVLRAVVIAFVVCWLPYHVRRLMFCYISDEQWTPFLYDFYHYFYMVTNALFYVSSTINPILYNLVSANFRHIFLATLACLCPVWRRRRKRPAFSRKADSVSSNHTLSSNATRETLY
Myeloid diff MLP: myeloid differentiation induction; ER-HoxA9 myeloid progenitors, lysozyme-GFP differentiation, flow cytometry; calls only at 10 µM; hit rate 1% among 360,000;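 active = normalized GFP-positive differentiation at or above the plate's own cutoff, the solvent-only control mean plus 3 SD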;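 note: cells exposed to compound for four days before flow analysis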
NTR1 agonist cell count 20 µM: further read-out of NTR1 agonist, marked with its call; cell count; measured here: cell count, cytotoxicity flag
Myeloid diff MLP GFP+ MAC1+ %: recorded beside Myeloid diff MLP, whose call it bears; GFP+ MAC1+ double positive, %; measured here: differentiation confirmed by MAC1 staining
* marks the source's active call; other numbers are inactive results; i = inactive; + = active, no number. An excerpt, so the mix of outcomes need not match the whole.

compound	Rac1 GTP hydrolysis	NTR1 agonist	NTR1 agonist cell count 20 µM	Myeloid diff MLP	Myeloid diff MLP GFP+ MAC1+ %
Cc1cc(Nc2ccccc2)cc(=O)n1C	2%	1.3	47	i	0.8
COc1ccccc1NS(=O)(=O)c1ccc(C(=O)NCC(c2ccc(F)cc2)N2CCOCC2)cc1 (stereo not drawn)	3%	0.5	69	i	0.6
CC12CCC(=O)N1C(C(=O)N1CCN(c3ccc([N+](=O)[O-])cc3)CC1)CS2 (stereo not drawn)	7%	3.7	61	i	0.6
Cc1ccc(NC(=O)CN(C)C(=O)c2ccc(Cl)c(S(=O)(=O)NCc3ccco3)c2)cc1	5%	2.1	86	i	1.1
C[C@]12c3[nH]c4cc(-c5ccco5)ccc4c3CCN1C(=O)[C@@H](CC(=O)NCC13CC4CC(CC(C4)C1)C3)C[C@@H]2C(=O)N1CCCCC1	11%	5.9	71	i	0.8
CC(C)CN1CC(COCc2ccccc2)Oc2ccccc2S1(=O)=O (stereo not drawn)	-5%	0.7	49	i	0.7
COc1ccc(-c2oc(=O)c3cc(OC)c(OC)cc3c2C#CCCO)cc1	4%	6.7	53	i	0.2
CC(=O)CSc1nnc(-c2ccc(S(=O)(=O)N3CCC(C)CC3)cc2)o1	5%	-0.7	49	i	1.3

Following part.
compound	Rac1 GTP hydrolysis	NTR1 agonist	NTR1 agonist cell count 20 µM	Myeloid diff MLP	Myeloid diff MLP GFP+ MAC1+ %
CC(C)(C)[C@H]1C=C(C(=O)O)O[C@@H](OCCCCO)C1	4%	-1.0	89	i	1.7
COC(=O)[C@]1(C)N[C@H](CN(C)S(=O)(=O)c2ccc(C)cc2)[C@@H]2C(=O)N(C)C(=O)[C@@H]21	5%	2.2	54	i	1.5
Cc1ccc2nc(-c3ccccc3)cc(C(=O)N3CCN(S(=O)(=O)c4c(C)noc4C)CC3)c2c1	8%	3.9	67	i	1.0
Nn1c(SCC(=O)NCc2ccc3c(c2)OCO3)nnc1C(F)(F)F	6%	2.4	51	i	0.8
Cc1ccc(C(C)C)c(OCC(=O)NNCC(=O)Nc2cccc(F)c2)c1	0%	7.0	44	i	0.4
O=C(CN1CCCCC1)NC(=O)Nc1ccccc1F	4%	-0.4	87	i	0.8
COc1ccc(C(=O)COC(=O)CNC(=O)c2ccc(C)s2)c(OC)c1	3%	-1.3	68	i	1.5
COc1ccc(NC(=O)COC(=O)CCC(=O)c2cccs2)cc1OC	1%	-0.9	47	i	0.6

(further entries)
compound	Rac1 GTP hydrolysis	NTR1 agonist	NTR1 agonist cell count 20 µM	Myeloid diff MLP	Myeloid diff MLP GFP+ MAC1+ %
C=CC(=O)OCCOCCOCCOCCOC(=O)C=C	8%	-1.3	53	i	0.8
CC(C)(C)OC(=O)C[C@@H]1C/C=C\C[C@H](CC(=O)N[C@H](CO)Cc2ccccc2)C(=O)N2CCC[C@H]2COC1=O	0%	-1.5	38	i	1.3
Nc1c(Cl)cc(-c2cn(CCC(=O)O)c(-c3ccc(Cl)nc3)n2)cc1Cl	7%	-0.4	53	i	2.0
O=C(Cc1ccccc1F)Nc1cc(S(=O)(=O)N2CCOCC2)ccc1N1CCOCC1	5%	-1.3	105	i	1.0
CC(=O)c1ccc(S(=O)(=O)N2CCN(CC(=O)Nc3ccc(Cl)c([N+](=O)[O-])c3)CC2)cc1	2%	0.0	40	i	0.4
CCc1ccc2nc(NC(=O)C3CCN(c4ncnc5sc(C)c(C)c45)CC3)sc2c1	3%	11	61	i	0.4
CCCNC(=O)C(Cc1cccc(Br)c1)NC(=O)c1ccc(C#N)cc1 (stereo not drawn)	-2%	-0.6	53	i	0.9
COC(=O)CCC(=O)OC	5%	7.8	64	i	2.1

Entries of single compounds as entered above.
CCCNC(=O)C(Cc1cccc(Br)c1)NC(=O)c1ccc(C#N)cc1 (stereo not drawn) is listed as Rac1 GTP hydrolysis: -2%; NTR1 agonist: -0.6; NTR1 agonist cell count 20 µM: 53; Myeloid diff MLP: i; Myeloid diff MLP GFP+ MAC1+ %: 0.9
CC(=O)c1ccc(S(=O)(=O)N2CCN(CC(=O)Nc3ccc(Cl)c([N+](=O)[O-])c3)CC2)cc1 is listed as Rac1 GTP hydrolysis: 2%; NTR1 agonist: 0.0; NTR1 agonist cell count 20 µM: 40; Myeloid diff MLP: i; Myeloid diff MLP GFP+ MAC1+ %: 0.4

Next section:
compound	Rac1 GTP hydrolysis	NTR1 agonist	NTR1 agonist cell count 20 µM	Myeloid diff MLP	Myeloid diff MLP GFP+ MAC1+ %
CSc1ccc(C=NNc2ccc(S(=O)(=O)Nc3ccccc3C(=O)O)cc2[N+](=O)[O-])cc1	20%	0.9	59	+	23*
CCCC(C)NC(=O)Cc1ccc(S(=O)(=O)N2CCOCC2)s1 (stereo not drawn)	4%	0.8	84	i	0.3
O=C(NCCc1ccc2c(c1)OCCO2)c1cc(S(=O)(=O)N2CCCC2)ccc1Cl	0%	-1.0	57	i	1.1
Cc1ccc(NC(=O)c2ccc([N+](=O)[O-])s2)cc1S(=O)(=O)N1CCOCC1	6%	4.1	79	+	1.3*
CC(NC(=O)c1ccco1)C(=O)N1CCN(c2cccc(C(F)(F)F)c2)CC1 (stereo not drawn)	-1%	12	45	i	0.4
Cc1ccc(NC(=O)CN2C(=O)NC(C)(c3ccc4c(c3)OCO4)C2=O)cc1 (stereo not drawn)	4%	5.1	38	i	1.2
CC(C)(C)c1ccc(C2(C)NC(=O)N(CC(=O)NC3CCS(=O)(=O)C3)C2=O)cc1 (stereo not drawn)	-3%	0.0	63	i	0.6
Cc1cccc(NC(=O)CSc2cccc[n+]2[O-])c1C	6%	4.4	72	i	0.7

Next section.
Molecule | Rac1 GTP hydrolysis | NTR1 agonist | NTR1 agonist cell count 20 µM | Myeloid diff MLP | Myeloid diff MLP GFP+ MAC1+ %
Cc1cccc(NS(=O)(=O)c2ccc(C)c(C(=O)NCc3ccccn3)c2)c1 | 9% | -0.5 | 70 | i | 0.6
CC(C)Cc1nnc(NC(=O)c2ccc3c(c2)OCCO3)s1 | 1% | -2.0 | 55 | i | 0.6
Nc1nc(COC(=O)c2ccc3c(c2)OCCO3)nc(Nc2ccccc2)n1 | 7% | 6.0 | 48 | i | 0.5
Cc1cccnc1NC(=O)c1ccc(OCC2CCCO2)cc1 (stereo not drawn) | 8% | 0.9 | 45 | i | 0.8
CCOC(=O)c1cc(-c2nnc(-c3cc(OC)c(OC)c(OC)c3)o2)c(C)nc1C | 4% | 1.9 | 86 | i | 0.3
Cc1ccc(S(=O)(=O)N2CCC(C(=O)OCCOc3cccc(C)c3)CC2)cc1 | -1% | -2.0 | 46 | i | 0.2
O=C(CSc1ccccc1C(=O)N1CCN(c2ccc([N+](=O)[O-])cc2)CC1)N1CCCC1 | 4% | 2.1 | 49 | i | 0.4
Cn1c2c(c3ccccc31)CCN=C2c1ccccc1 | 12% | -0.1 | 50 | i | 0.4
O=S(=O)(c1cccc(Cl)c1)N1CCSc2ccccc21 | 0% | 1.1 | 63 | i | 0.6
Nc1ncnc2c1nc(N1CCCCC1)n2[C@@H]1O[C@H](CO)[C@@H](O)[C@H]1O | 8% | 0.3 | 44 | i | 0.6

Arranged by the number under Myeloid diff MLP GFP+ MAC1+ % (rising): some entries from above
molecule | Myeloid diff MLP GFP+ MAC1+ %
CCOC(=O)c1cc(-c2nnc(-c3cc(OC)c(OC)c(OC)c3)o2)c(C)nc1C | 0.3
Nc1ncnc2c1nc(N1CCCCC1)n2[C@@H]1O[C@H](CO)[C@@H](O)[C@H]1O | 0.6
Cc1cccnc1NC(=O)c1ccc(OCC2CCCO2)cc1 (stereo not drawn) | 0.8

The list continues.
Molecule | Rac1 GTP hydrolysis | NTR1 agonist | NTR1 agonist cell count 20 µM | Myeloid diff MLP | Myeloid diff MLP GFP+ MAC1+ %
O=C(COC(=O)c1ccccc1O)Nc1cc(S(=O)(=O)N2CCCCCC2)ccc1Cl | 6% | 5.0 | 50 | i | 0.6
COc1ccc(S(=O)(=O)N2CCCCC2)cc1NC(=O)c1ccc(N2CCCC2=O)cc1 | -1% | 3.0 | 65 | i | 1.2
COc1ccccc1OCCC(=O)OCC(=O)Nc1ccc2c(c1)OCO2 | -1% | -0.3 | 76 | i | 0.7
Cc1nnc(SCC(=O)Nc2cc(S(=O)(=O)N3CCCC3)ccc2Cl)n1C1CC1 | 6% | -1.9 | 92 | i | 0.7
Cc1ccnc2nc(C(=O)OCC(=O)Nc3ccc([N+](=O)[O-])cc3Br)nn12 | 1% | -1.2 | 70 | i | 0.4
COc1cccc(-c2ncc3ccccc3c2COC(=O)c2ccc(C(F)(F)F)cc2)c1 | 1% | 2.6 | 49 | i | 1.4
CCC1(c2ccc(OC)cc2)NC(=O)N(CC(=O)c2ccc3c(c2)OCCO3)C1=O (stereo not drawn) | 2% | 1.1 | 63 | i | 0.9
COc1ccc(/C=C/C(=O)OCC(=O)NC2CCCCCC2)cc1OC | 4% | 1.7 | 62 | i | 0.7
CC1CCCCC12NC(=O)N(CC(=O)NNC(=O)c1ccc(Br)cc1)C2=O (stereo not drawn) | -5% | -2.1 | 55 | i | 0.7
CN(CC(=O)Nc1ccc(F)cc1)C(=O)c1cn(-c2ccccc2)nc1-c1cccs1 | 10% | 0.4 | 63 | i | 0.4

Other entries follow.
Molecule | Rac1 GTP hydrolysis | NTR1 agonist | NTR1 agonist cell count 20 µM | Myeloid diff MLP | Myeloid diff MLP GFP+ MAC1+ %
O=C(OCC(=O)N1CCOCC1)c1ccc(Cl)c(S(=O)(=O)N2CCc3ccccc32)c1 | -1% | 0.6 | 49 | i | 0.4
Cc1c(C(=O)Nc2ccc3nc(N4CCOCC4)sc3c2)oc2ccccc12 | 8% | 20 | 50 | i | 1.3
O=C(NCc1ccccn1)C1CCC(=O)N1C1CCCC1 (stereo not drawn) | -2% | 0.8 | 71 | i | 1.5
Cc1ccc(C(=O)NCC(=O)OCc2c(F)cccc2Cl)s1 | 1% | -0.1 | 66 | i | 0.2
CC(C)c1ccc(S(=O)(=O)N2CCN(C(=O)CN3C(=O)c4ccccc4C3=O)CC2)cc1 | 1% | 1.5 | 66 | i | 0.6
COc1ccc(Cl)cc1C(=O)NNC(=O)c1ccc(F)c(S(=O)(=O)N2CCOCC2)c1 | 4% | 1.2 | 64 | i | 1.1
Cn1nc(C(=O)OCC(=O)c2ccc(Cl)cc2)c2ccccc2c1=O | -3% | -0.6 | 60 | i | 1.0
N#CCOC(=O)c1cc(S(=O)(=O)N2CCCCC2)ccc1N1CCOCC1 | 4% | -0.8 | 58 | i | 0.3
Cc1ccc(C(=O)OCC(=O)c2c(N)n(C)c(=O)n(C)c2=O)cc1S(=O)(=O)N1CCOCC1 | 1% | 3.1 | 50 | i | 0.6
O=C(NN1CCOCC1)c1ccccc1NS(=O)(=O)c1ccc(F)cc1F | 4% | 2.1 | 62 | i | 1.4

Continuation:
Molecule | Rac1 GTP hydrolysis | NTR1 agonist | NTR1 agonist cell count 20 µM | Myeloid diff MLP | Myeloid diff MLP GFP+ MAC1+ %
CCOC(=O)C1=CN(Cc2cccc(-c3ccc4c(c3)OCO4)c2)S(=O)(=O)N(C)C1C (stereo not drawn) | 7% | 1.6 | 47 | i | 0.4
COc1cccc(OC)c1C(=O)NCCc1ccccc1 | 2% | 0.0 | 57 | i | 0.9
CC(=O)c1cn(-c2ccc([N+](=O)[O-])cc2)c(=O)n(C)c1=O | 12% | 0.0 | 50 | i | 0.6
CCOC(=O)CCCCCNC(=O)c1ccc(F)cc1F | 15% | -1.3 | 70 | i | 0.9
O=C(NNC(=O)c1ccccc1F)c1ccc(NS(=O)(=O)c2ccc(F)cc2)cc1 | 10% | 0.8 | 62 | i | 0.8
COc1ccc(CN(C)C(=O)Cn2cnc3c(SC)nc(N)nc32)cc1OC | 4% | -2.8 | 42 | i | 0.6
O=C(CCN1CCc2ccccc2C(O)(c2ccccc2)C1)c1ccc2c(c1)OCCO2 (stereo not drawn) | 13% | 13 | 39 | i | 1.0
Cc1ccc(C2=NOC(C)(c3nnc(-c4ccccc4)o3)C2)cc1 (stereo not drawn) | 9% | 1.9 | 90 | i | 0.4
CCN(CC(=O)NCc1cccs1)C(=O)/C=C/c1cc(Br)ccc1OC(F)F | -4% | -1.0 | 70 | i | 0.7
O=C(COC(=O)COc1cccc(Br)c1)NCc1ccc2c(c1)OCO2 | 0% | -0.1 | 67 | i | 1.2

(more compounds)
Molecule | Rac1 GTP hydrolysis | NTR1 agonist | NTR1 agonist cell count 20 µM | Myeloid diff MLP | Myeloid diff MLP GFP+ MAC1+ %
Cc1ccc(/C=N/NC(=O)c2cc3c(s2)CCCC3)o1 | 5% | -1.9 | 58 | i | 2.4
Cc1ccc(N2CC(C(=O)OCC(=O)Nc3ccccc3C)CC2=O)cc1 (stereo not drawn) | 5% | -1.9 | 51 | i | 0.2
O=C(NN=Cc1ccc(OC(F)F)cc1)c1ccc(NS(=O)(=O)c2cccs2)cc1 | 6% | -0.1 | 58 | i | 1.3
O=C(NCC1CC1)C1(C(F)(F)F)CC(CCc2ccccc2)CCCO1 (stereo not drawn) | 3% | -2.2 | 87 | i | 2.0
Cn1c(N)c(C(=O)COC(=O)COc2cccc(Br)c2)c(=O)n(C)c1=O | 6% | -0.7 | 70 | i | 0.1
C=C1/C=C(\C)C(C)(O)CC(O)CC(=O)C(O)C(O)C(C)CC(C)OC(=O)/C(C)=C/CC/C=C/C(OC)C(O)CC(C)C1 (stereo not drawn) | 10% | -0.7 | 57 | i | 1.8
COc1ccccc1CN(C)C(=O)COC(=O)c1cc(C)oc1C | 4% | 0.3 | 62 | i | 0.5
